Screening data from PubChem BioAssay.
PRMT1 FP inh: PRMT1 (human) inhibition, primary screen; Q99873; recombinant PRMT1, activity-based probe fluorescence polarization; inhibition, % at 2.79 µM; hit rate 1.3% among 370,000; AID 652257;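 active means inhibition above about 21% made by adding two undisclosed values, limit read from the data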
Target sequence (Q99873 whole entry, looked up): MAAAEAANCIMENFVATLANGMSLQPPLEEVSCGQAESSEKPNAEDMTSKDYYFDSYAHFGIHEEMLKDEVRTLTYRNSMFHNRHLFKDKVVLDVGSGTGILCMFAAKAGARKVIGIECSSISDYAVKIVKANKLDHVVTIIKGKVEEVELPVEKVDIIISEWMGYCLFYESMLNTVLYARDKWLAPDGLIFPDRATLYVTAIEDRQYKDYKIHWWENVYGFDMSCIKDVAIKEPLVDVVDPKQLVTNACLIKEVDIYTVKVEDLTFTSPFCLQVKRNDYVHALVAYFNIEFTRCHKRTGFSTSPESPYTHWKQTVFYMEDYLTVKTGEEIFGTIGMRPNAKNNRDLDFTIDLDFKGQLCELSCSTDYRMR
rCAG RNA binder: molecules binding r(CAG) RNA repeats; AID 651821; inhibition, % at 3 µM; hit rate 1.3% among 370,000; r(CAG) RNA repeat, TO-PRO-1 dye displacement fluorescence;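 active means inhibition above the plate cutoff, the mean of all test compounds on that plate plus 3 SD, cut at about 35% in these data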;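 further: 0% = DMSO alone and 100% = 100 µM mitoxantrone as full dye displacement; higher means more dye released from RNA so lower well fluorescence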
ABHD4 inh: inhibitors of mouse ABHD4. Q8VD66. purified mABHD4, FP-Rh probe fluorescence polarization. inhibition, % at 8.92 µM. hit rate 0.54% among 370,000. AID 720543;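 active means inhibition exceeding the mean over every tested compound plus 3 SD, cut at about 30% in these data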;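 further: 0% = plate median of compound wells and 100% = S159A mutant with DMSO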
Target sequence (Q8VD66 whole entry, looked up): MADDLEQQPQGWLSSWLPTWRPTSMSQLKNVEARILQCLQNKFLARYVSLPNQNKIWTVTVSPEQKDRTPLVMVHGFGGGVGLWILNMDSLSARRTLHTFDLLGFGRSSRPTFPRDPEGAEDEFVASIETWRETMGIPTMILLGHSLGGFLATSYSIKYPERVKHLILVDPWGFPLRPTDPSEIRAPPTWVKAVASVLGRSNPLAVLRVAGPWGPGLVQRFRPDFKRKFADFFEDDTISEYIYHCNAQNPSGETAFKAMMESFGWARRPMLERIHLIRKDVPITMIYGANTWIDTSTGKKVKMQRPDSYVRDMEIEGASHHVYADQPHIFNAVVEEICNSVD
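Test system: mABHD4 protein | Buffer or medium: HEPES pH 7.0 buffer, 150 mM NaCl, 0.01% Pluronic F-127 | Probe or stimulus: FP-Rh fluorescent activity-based probe, added after compound pre-incubation | Timing: Pre-incubation 45 min, probe exposure 60 min, at 25 °C | Technique: Fluorescence polarization, excitation 525 nm, emission 598 nm, BODIPY TMR filters | Repeats: Single well per compound (singlicate)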
TCR CD3 inh: inhibitors of human TCR-CD3 interaction. TAMRA-labeled TCR probe fluorescence, biochemical. inhibition, % at 9.4 µM. hit rate 0.37% among 360,000; in the data active means inhibition above about 19%;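 further: recombinant mutant TCR 2C K166C tagged with TAMRA read by polarization; 0% = receptor in buffer alone and 100% = receptor with positive control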
SIAE inh: human SIAE inhibition, primary screen; Q9HAT2; SIAE FP-Rh probe binding, fluorescence polarization; inhibition, % at 9.66 µM; hit rate 0.69% among 370,000; AID 1053197;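 active means inhibition above a cutoff: mean of compounds within the control limits plus 3 SD of those, cut at about 17% in these data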;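 further: 0% = plate median of compound wells and 100% = probe without SIAE protein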
LEDGF integ inh: blocks HIV-1 LEDGF/p75-dependent DNA integration. TR-FRET IN-LEDGF/p75 DNA integration, Eu/Cy5. inhibition, % at 3.7 µM. hit rate 0.64% among 370,000;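 active means inhibition above the screen-wide mean plus 3 SD, cut at about 13% in these data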;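 further: signal is the Cy5 over europium emission ratio at 671 and 618 nm; 0% = plate median of compound wells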
MBD2 inh: inhibitors of human MBD2 binding to methylated oligonucleotide; Q9UBB5; TR-FRET; inhibition, % at 4.4 µM; hit rate 0.31% among 370,000; AID 686964; in the data active means inhibition above about 13%
TDP2 absorb: blocks human TDP2 phosphodiesterase activity | inhibition, % at 12.8 µM | recombinant TDP2, T5PNP hydrolysis, p-nitrophenol absorbance 415 nm | hit rate 0.34% among 370,000 | AID 720702 | O95551;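 active means inhibition above the mean of all tested compounds plus 3 SD, set per campaign, cut at about 25% in these data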;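 further: 0% = DMSO with enzyme and 100% = buffer with substrate but no TDP2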
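System – recombinant human TDP2 · Quantity – TDP2 enzyme at 120 nM final · Doses – single concentration, 12.8 µM nominal, with 1% DMSO · Incubation – 2 h at 37 °C · Measured by – epi absorbance of p-nitrophenol freed from T5PNP by hydrolysis · Read-out – % inhibition relative to enzyme-containing and enzyme-free wells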
HTRA1 inhibitor: inhibitors of human serine peptidase HTRA1; AID 504803; inhibition, % at 5.96 µM; recombinant HTRA1, FP-rhodamine activity-based probe, fluorescence polarization; Q92743; hit rate 0.5% among 340,000; in the data active means inhibition above about 36%;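 further: 0% = enzyme with DMSO and 100% = wells lacking enzyme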
NPR2 activator: GC-B (human) receptor activation; hit rate 0.11% among 370,000; HEK293-GC-B cells, CNP EC30, cGMP TR-FRET; 0% at EC30 CNP, 100% saturating CNP; P20594; activation, % at 10 µM;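 active means activation at 10 µM reaching about 35% in either raw or pattern-adjusted values, limit read from the data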
* marks the source's active call; other numbers are inactive results; · = no result given.

no.	molecule	PRMT1 FP inh	rCAG RNA binder	ABHD4 inh	TCR CD3 inh	SIAE inh	LEDGF integ inh	MBD2 inh	TDP2 absorb	HTRA1 inhibitor	NPR2 activator
1	Cc1ccc(N(CC(O)CN2CCOCC2)S(=O)(=O)c2ccc([N+](=O)[O-])cc2)cc1 (centres undefined)	1	-1	-5	2	4	4	-4	8	-2	-1
2	CCNC1=C(Cl)C(=O)c2ccccc2C1=O	-3	1	-1	2	2	3	-23	10	5	-5
3	CCn1c(O)c(C=Nc2ccccc2)sc1=O	2	-1	1	4	-5	-5	10	-2	-2	·
4	CC1(C)CC(=O)C2=C(C1)N(Cc1ccco1)C(=O)C2(NC(=O)c1ccc(Cl)cc1Cl)C(F)(F)F (centres undefined)	1	0	1	-1	5	-1	3	-2	-8	1
5	COc1ccc(C2/C(=C(\O)c3ccc(OC)c(Cl)c3)C(=O)C(=O)N2CCN(C)C)cc1 (centres undefined)	0	2	-6	-1	1	3	-4	0	4	-3
6	Cc1ccc(-n2c(-c3ccncc3)n[nH]c2=S)c(C)c1	0	0	2	9	10	0	-2	-4	1	7
7	C=CCC1CCCCC1=C(C#N)c1ccccc1 (centres undefined)	-3	-1	8	4	6	-1	0	-6	-8	6
8	COc1cc(NC(=O)c2ccc(OC)c([N+](=O)[O-])c2)ccc1NC(=O)c1ccco1	-3	14	3	-4	12	1	18*	9	-5	1
9	O=S(=O)(NCCc1ccc(Cl)cc1)c1cccs1	-2	-4	1	5	-1	-4	-6	0	-2	1
10	CNC(=S)N/N=C(\C)c1ccc(-n2ccnc2)cc1	-3	-1	3	5	-1	0	2	0	8	-3
11	O=C(OCc1ccc2c(c1)OCO2)c1ccc(S(=O)(=O)N2CCCCC2)cc1	0	0	-1	-5	16	-2	-2	12	-3	2
12	O=S(=O)(Nc1ccc(-c2ccc3nncn3n2)cc1)c1ccc(Cl)s1	3	11	6	13	15	3	-2	-6	5	-8
13	COc1cc2cccc(OC)c(=O)c2c(OC)c1OC	3	-3	16	6	16	3	0	-2	-17	4
14	CC1CCC/C(=N\NC(=S)Nc2ccccc2)C1 (centres undefined)	-1	1	6	8	0	8	-1	1	1	3
15	COC(=O)COc1ccc2c(=O)c(-c3ccccc3)coc2c1	-7	-5	9	5	-1	4	-6	-5	7	-7
16	O=C(Nc1c(Br)cc2c(c1Br)Cc1ccccc1-2)C(Cl)Cl	-3	6	4	2	-4	-4	0	9	-3	-5
17	COc1ccc(CCN(C)C(=O)COc2ccc(C(=O)c3ccccc3)cc2)cc1OC	5	-9	-3	-8	1	-4	1	3	-2	-3
18	CSc1cc(SC)ncn1	3	2	4	7	1	-7	-3	-5	0	13
19	OCC1OC(n2ccc3c2ncn2ncnc32)C(O)C1O (centres undefined)	6	1	11	-4	-2	0	-2	-6	9	0
20	CCOCCCNCc1cccc(OCc2ccc(F)cc2)c1	0	4	2	1	0	0	-5	5	-3	-3
21	CCCCCCCCCCCNC(=O)c1ccoc1C	-1	-4	-6	-2	1	-4	-6	-10	-13	2
22	CCCN(C(=O)c1cccs1)c1nnc(-c2ccncc2)s1	-3	-3	1	5	-8	-2	-2	-10	-3	-2
23	COc1ccc(/C(C)=N/NC(=O)CNC(=O)c2cccnc2)cc1OC	1	1	0	10	-5	2	3	-19	5	5
24	Cc1cccc(-n2c(SCC(=O)Nc3nnc(C)s3)nnc2-c2ccoc2C)c1	0	0	10	10	0	-2	-3	1	-2	7
25	Nc1ncnc2c1cnn2C1CCCCC1	0	-1	1	-4	-6	-5	2	0	3	-3
26	CCn1c(=O)n(CC)c2cc(N3CCCC3)c(NC(=O)c3ccccc3Br)cc21	5	-5	7	5	18*	1	3	11	8	7
27	O=C1[C@H](c2ccccc2)[C@@H](c2ccncc2)N1c1ccncc1	-1	1	0	0	1	3	-2	1	·	-1
28	O=C(CN(C(=O)c1csnn1)c1cccc(F)c1)NC1CCCC1	1	-1	4	-3	7	-2	3	2	-6	2
29	O=C(NCc1ccccc1)c1ccc2c(=O)n3c(nc2c1)CCCCC3	2	-1	0	0	-6	1	-2	13	-1	-1
30	CCC1C(=O)N=C(SCC(=O)Nc2ccccc2)NC1=O (centres undefined)	-1	0	0	6	3	-1	0	6	-3	-6
31	O=C(N[C@H](Cc1ccccc1)C(=O)N1CCN(Cc2ccccn2)CC1)[C@H]1O[C@@H](n2ccc(=O)[nH]c2=O)[C@H](O)[C@@H]1O	-1	3	2	5	4	-4	-3	-5	·	3
32	O=c1[nH]nc(-c2n[nH]c(=O)o2)o1	-4	1	2	3	3	6	0	-4	3	4
33	Nc1ccc2nc(NC(=O)C3CCCCC3)sc2c1	-5	4	4	-6	8	6	5	-9	6	-2
34	Cc1ccc2nsnc2c1S(=O)(=O)NCc1ccc2c(c1)OCO2	0	-3	0	9	4	0	-1	6	0	3
35	CCOC(=O)c1cccc(S(=O)(=O)N2CCCC2)c1	-2	5	-2	-7	0	2	-4	-11	5	-6
36	CCn1c(=O)cc(SCC(=O)N2CCOCC2)c2ccccc21	4	-2	4	-2	0	1	5	2	2	3
37	Cc1ccc(C(=O)N2CCOCC2)cc1S(=O)(=O)N1CCOCC1	2	-3	5	-2	0	-6	1	-5	0	4
38	CCOC(=O)c1c(CN2CCCCC2)n(C)c2cc(Br)c(O)cc12	2	1	-2	-6	-3	3	2	-8	-4	-1
39	COC(=O)c1cc(NS(=O)(=O)c2ccc(F)cc2)ccc1N1CCOCC1	3	-5	-2	2	2	0	3	-5	3	1
40	CN(C)C(=O)C[C@@H]1CC[C@@H](NC(=O)C2CCC2)[C@@H](CO)O1	4	1	5	-1	-5	-5	2	6	·	-2
41	c1ccc(C(c2ccccc2)c2noc(CN3CCN(CC4CC4)CC3)n2)cc1	-3	-10	2	-8	3	-3	-1	2	-12	0
42	Cc1ccsc1C(C(=O)NCc1ccccc1)N(C(=O)c1csnn1)c1ccccc1 (centres undefined)	-2	-3	0	0	0	5	7	0	5	-5
43	O=C(c1cc(-c2ccccc2)nn1-c1ccccc1)N1CCN(S(=O)(=O)c2cccc(F)c2)CC1	2	1	8	-2	-1	-4	-1	0	7	-5
44	COc1ccc(S(=O)(=O)NCC2CCCO2)cc1NC(=O)c1ccc(Cl)cc1 (centres undefined)	1	-2	-8	2	1	-2	-4	0	-13	1
45	Clc1ccc(-c2nnc3n2N=C(c2ccc(-c4ccccc4)cc2)CS3)cc1	0	4	-5	·	-4	4	-3	-2	·	-7
46	CSCCOC(=O)COc1ccc(/C=N/NC(=O)c2c(Cl)cnn2C)cc1	0	-4	1	1	-1	0	-3	-1	1	2
47	COc1ccc(CC(=O)Nc2cccc(-c3cn4ccccc4n3)c2)cc1	-1	4	-14	3	0	-1	2	-2	-20	1
48	C=CCOc1ccccc1C1NC(=O)NC(C)=C1C(=O)NCc1ccccc1 (centres undefined)	-1	2	-6	2	3	-1	-2	0	-5	-3
49	COc1ccc(C2c3c(n[nH]c3C)CC(C)(O)C2C(C)=O)cc1OC (centres undefined)	0	0	-9	6	10	1	-1	4	1	3
50	O=C(CCS(=O)(=O)c1ccccc1)N(CCCN1CCOCC1)c1nc2ccccc2s1	4	-4	4	2	-4	-3	3	23	9	-9
51	O=C(COn1nnc2ccccc21)NCC1CCCCC1	0	3	-1	1	-7	2	3	-5	1	-2
52	Nc1ccccc1-c1nc2ccccc2[nH]c1=O	-1	0	10	8	6	3	-9	6	1	4
53	Cc1ccc(NC(=O)Cn2c(O)c(N=NS(=O)(=O)c3ccc(C)cc3)c3ccccc32)cc1	29*	12	-3	4	-2	3	-4	-2	-8	-6
54	S=c1[nH]nc(CSc2nc3ccccc3s2)o1	21	16	-13	-6	8	-1	1	-3	-1	-11
55	Clc1ccc(/C=N/Nc2nn[nH]n2)cc1	4	2	3	2	-2	0	-1	-7	-1	0
56	CC(C)CNS(=O)(=O)c1cc(C(=O)OC2CCOC2=O)c(Cl)cc1Cl (centres undefined)	0	2	-3	0	-6	-6	0	6	-3	16

Records listed so far printed as active in MBD2 inh.
# | Structure | PRMT1 FP inh | ABHD4 inh | TCR CD3 inh | SIAE inh | LEDGF integ inh | MBD2 inh | TDP2 absorb | HTRA1 inhibitor | NPR2 activator
8 | COc1cc(NC(=O)c2ccc(OC)c([N+](=O)[O-])c2)ccc1NC(=O)c1ccco1 | -3 | 3 | -4 | 12 | 1 | 18* | 9 | -5 | 1

New compounds follow:
no.	molecule	PRMT1 FP inh	rCAG RNA binder	ABHD4 inh	TCR CD3 inh	SIAE inh	LEDGF integ inh	MBD2 inh	TDP2 absorb	HTRA1 inhibitor	NPR2 activator
57	O=C(Nc1ccc(F)cc1)c1cc(-c2ccccn2)nc2c(Cl)cccc12	4	2	5	2	0	1	3	-6	2	-7
58	COc1cccc(C(=O)Nc2ccccc2N2CCN(C(=O)c3ccccc3)CC2)c1	-2	0	-28	6	-2	2	4	-1	-9	-3
59	CCCCN(C(=O)c1c(C)noc1C)c1c(N)n(CCC)c(=O)[nH]c1=O	3	2	-7	-5	5	-4	7	-4	4	0
60	O=C1C=CC(=O)C(C2=C3C(=O)N(CCc4ccccc4)CC(=O)N3CCC2)=C1	88*	11	27	8	13	6	-4	0	·	0

A portion of the library (hit frequency here may not be typical).
